# Compound activity (PubChem BioAssay)
# HCMV inh: inhibitors of human cytomegalovirus; HFF cells, HCMV-luciferase reporter, 72 h; hits give low values; activity change, negative = inhibition, % at 57.5 µM; 410,000 tested, 4.5% active; AID 1259415; in the data active = activity change below about -60%; inconclusive = no clear call, values can overlap the other calls; inactive = above about -39%
#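 Inhibition of viral replication was scored as loss of reporter luminescence in HFFs infected with HCMV-luciferase (MOI 1 PFU/cell) for 72 h; compounds tested at 2 doses, normalized to buffer and Salinomycin controls.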
# AmpC detergent: blocks E. coli AmpC beta-lactamase in detergent assay | P00811 | 370,000 tested, 0.041% active | Potency, µM (series often up to 114 µM), for the others: top-dose activity change, negative = inhibition, usual class: inhibitors | AmpC hydrolysis of nitrocefin, absorbance 480 nm, 0.01% Triton;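 also: potency is read from the fitted curve at half-maximal effect; 0% = no-compound wells and -100% = no-enzyme wells; nearly all actives have a fitted effect of over 25% in size; some results filed as inactive show a strong effect at the top dose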
# Target sequence (P00811 whole entry, looked up): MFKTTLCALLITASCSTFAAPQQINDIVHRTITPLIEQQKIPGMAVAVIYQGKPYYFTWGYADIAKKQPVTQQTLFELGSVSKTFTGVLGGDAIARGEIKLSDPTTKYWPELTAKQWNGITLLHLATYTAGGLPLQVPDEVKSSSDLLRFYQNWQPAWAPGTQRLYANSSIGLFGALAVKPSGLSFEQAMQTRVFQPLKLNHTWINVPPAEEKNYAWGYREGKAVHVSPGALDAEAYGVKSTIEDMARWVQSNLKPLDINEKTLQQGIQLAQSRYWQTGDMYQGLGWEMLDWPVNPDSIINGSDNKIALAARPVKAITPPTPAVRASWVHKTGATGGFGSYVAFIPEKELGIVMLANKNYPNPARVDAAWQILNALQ
#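 AmpC (5.3 nM in the dispensed reagent) in 20 mM phosphate pH 7.0 with 0.01% (detergent screen) or 0.0001% Triton X-100 was preincubated with compounds for 15 min at room temperature. Nitrocefin was then added from an 800 uM solution, and hydrolysis was followed at 480 nm.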
# HCV inhibitor: HCV inhibition. Huh7.5.1 HCVcc-Cre infection, luciferase reporter, 44 h. Potency, µM (titrated, usually from 41.8 µM), for the others: at the top dose activity change, negative = inhibition, most hits filed as inhibitors. 340,000 tested, 3.4% active; also: potency is read from the fitted curve at half-maximal effect
#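 Cells (1,000/well) were plated 4 h before compound, then infected with HCVcc-Cre virus (~0.5 moi). After 44 h further culture, infection was read as luciferase luminescence following a 15 min substrate incubation at room temperature.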
# AMA1-RON2 inh: disrupts binding of P. falciparum AMA1 to RON2. AlphaScreen AMA1-biotinylated RON2 peptide binding. Potency, µM (highest dose often 58.2 µM), without a hit: top-dose activity change, negative = inhibition, hits mostly inhibitors. 360,000 tested, 0.2% active. AID 720542;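 also: potency is read from the fitted curve at half-maximal effect; 0% = vehicle wells and -100% = peptide control; nearly all actives have a fitted effect of over 45% in size; some results filed as inactive show a strong effect at the top dose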
#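 AMA1 (3D7) with his tag at 25 nM final met compounds first, then biotinylated RON2 peptide at 25 nM; detection used donor plus acceptor beads, 10 µg/mL apiece, read by AlphaScreen after 30 min at room temperature.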
# Sm TGR inh: blocks Schistosoma mansoni thioredoxin glutathione reductase; 360,000 tested, 3% active; purified TGR, DTNB reduction, TNB absorbance 405 nm; Potency, µM (highest dose often 114 µM), for inactives: at the highest dose activity change, negative = inhibition, actives largely listed as inhibitors; also: potency is read from the fitted curve at half-maximal effect; nearly all actives have a fitted effect of over 60% in size
#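 Kinetic colorimetric format: TGR-catalysed, NADPH-driven DTNB reduction monitored via TNB absorbance. Enzyme dispensed at 20 nM; compound exposure 15 min at room temperature before reaction start.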
# FBPA Giardia inh: blocks Giardia fructose-bisphosphate aldolase activity. purified Giardia FBPA. Potency, µM (doses to about 59.6 µM), for inactives: at the highest dose activity, negative = inhibition, actives largely listed as inhibitors. 290,000 tested, 0.71% active; also: potency is read from the fitted curve at half-maximal effect; nearly all actives have a fitted effect of over 55% in size
# Target sequence (A8B2U2 whole entry, looked up): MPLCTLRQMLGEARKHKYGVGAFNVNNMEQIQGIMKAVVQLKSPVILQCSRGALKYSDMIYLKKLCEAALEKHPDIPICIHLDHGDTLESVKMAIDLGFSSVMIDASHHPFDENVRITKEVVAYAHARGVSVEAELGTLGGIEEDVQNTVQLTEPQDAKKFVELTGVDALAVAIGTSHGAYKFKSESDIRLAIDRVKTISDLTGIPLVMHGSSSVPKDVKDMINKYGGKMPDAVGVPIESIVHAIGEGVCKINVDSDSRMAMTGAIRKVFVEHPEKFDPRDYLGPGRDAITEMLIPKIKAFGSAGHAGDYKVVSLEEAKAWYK
#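 Giardia FBPA (40 nM reagent) was preincubated 10 min at RT with compound (up to 57.5 uM final), then substrate plus GAPDH/TPI/NAD/arsenate coupling system with diaphorase/resazurin was added; resorufin fluorescence (525/598 nm) was read after 20 min.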
# * hit, by the source's call; ? = inconclusive; · = no result given; & = joins results of further samples; [ ] = another dose, or the depositor's remark. Unless noted, calls follow the shape of the dose curve; as a rule, active = well fitted curve in the direction sought with a large enough effect; inconclusive = small, poorly fitted or top-dose-only effect, or another doubt; inactive = no such curve, though single readings can be large; an effect the other way counts as inactive or inconclusive. Unless noted, % is scaled to controls: 0 for no effect and ±100 for the full control effect.
1	COc1ccc(NC(=O)c2cccs2)cn1
2	CCOc1ccc(C(=O)C(C)OC(=O)c2nc(Cl)ccc2Cl)cc1 (centres undefined)
3	COC(=O)c1cn(C(=O)c2ccccc2Cl)c2ccccc12
4	CCOc1ccc(S(=O)(=O)/N=C(/Nc2ccc(OC)cc2)c2ccccc2)cc1
5	N#Cc1ccc(Oc2ccc(S(=O)(=O)N3CCCCC3)cn2)cc1
6	O=C(N[C@H]1CCCCNC1=O)c1cc(COc2ccc(F)cc2F)on1
compound no.,1,2,3,4,5,6
HCMV inh,34,-12,-64*,-25,·,0
AmpC detergent,2%,-2%,?,0%,0%,-2%
HCV inhibitor,5%,30%[activator],?,-5%,6%,3%
AMA1-RON2 inh,-8%,1%,-10%,11%,-8%,-3%
Sm TGR inh,15%,17%,25%,8%,1%,3%
FBPA Giardia inh,-2%,·,1%,·,·,6%

7	COC(=O)C1SCC2C(=O)N(Cc3ccc(Cl)cc3)CC(=O)N21 (centres undefined)
8	C(=N\Nc1nc(N2CCOCC2)nc(N2CCOCC2)n1)/c1ccco1
9	CCOC(=O)N1CCC(NC(=O)CC2C(=O)NCCN2Cc2cccc(F)c2F)CC1 (centres undefined)
10	Cc1sc2nc(CSCC(=O)Nc3c(F)cccc3F)[nH]c(=O)c2c1C
11	COc1cc(NC(=S)NC2CC(C)(C)NC(C)(C)C2)cc(OC)c1
12	COc1ccc(CN(C)C(=O)c2[nH]c(C)c(C(C)=O)c2C)cc1F
compound no.,7,8,9,10,11,12
HCMV inh,-27,·,-17,-32,-11,28
AmpC detergent,6%,-2%,1%,?,3%,0%
HCV inhibitor,-8%,·,4%,-15%,?,?
AMA1-RON2 inh,3%,·,20%,4%,6%,-15%
Sm TGR inh,1%,3%[57.1 µM],-34%,-10%,0%[57.1 µM],-10%
FBPA Giardia inh,1%,-1%,·,·,-1%,4%

13	CC(C)Cc1ccc(C(=O)Nc2ccc(Cc3ccncc3)cc2)o1
14	Cc1ccc2oc(-c3cccc(NC(=O)c4ccc(N5CCC(C)CC5)c([N+](=O)[O-])c4)c3)nc2c1
15	COc1ccc(C(=O)NN/C(=N/S(=O)(=O)c2ccc(C)cc2)c2ccccc2)cc1
16	Cc1[nH]nc2c1/C(=N\O)CCC2
17	CCOc1ccc(C(=O)COC(=O)c2nc3nccc(C)n3n2)cc1
18	COC(=O)Cc1csc(NCc2ccccc2)n1
compound no.,13,14,15,16,17,18
HCMV inh,-40,6,34,-9,15,-11
AmpC detergent,2%,1%,6%,?,3%,-10%
HCV inhibitor,?,·,24%,12%,29%,4%
AMA1-RON2 inh,5%,·,50%[activator],1%,-1%,7%
Sm TGR inh,-34%,-4%,2%,0%,-3%,-4%
FBPA Giardia inh,-1%,·,2%,1%,·,-4%

19	COc1ccccc1NC(=O)N1CCC(C(=O)c2ccc(F)cc2)CC1
20	O=C(COC(=O)Cc1ccccc1[N+](=O)[O-])NCC1CCCCC1
21	CCCc1nc(SCC(=O)c2ccc3c(c2)NC(=O)CO3)[nH]c(=O)c1CC
22	CN(CCCC(=O)Nc1ccc(Br)cc1F)S(=O)(=O)c1ccccc1
23	Cn1c(=O)[nH]c(=O)c2c1nc(NCc1ccccc1)n2Cc1ccc(F)cc1
24	O=C(Nc1ccc(-c2cn3ccccc3n2)cc1)c1ccc(Cl)cc1
compound no.,19,20,21,22,23,24
HCMV inh,1,-35,-37,?,14,-21
AmpC detergent,-11%,3%,·,-3%,3%,?
HCV inhibitor,?,6%,-11%,?,11%,-12%
AMA1-RON2 inh,3%,-5%,22%,-3%,-1%,1%
Sm TGR inh,-12%,-5%,·,-5%,7%,-10%
FBPA Giardia inh,0%,1%,·,-11%,15%,0%

# Just HCV inhibitor, AmpC detergent and AMA1-RON2 inh, for 4 of the compounds above:
no.	Structure	HCV inhibitor	AmpC detergent	AMA1-RON2 inh
21	CCCc1nc(SCC(=O)c2ccc3c(c2)NC(=O)CO3)[nH]c(=O)c1CC	-11%	·	22%
20	O=C(COC(=O)Cc1ccccc1[N+](=O)[O-])NCC1CCCCC1	6%	3%	-5%
22	CN(CCCC(=O)Nc1ccc(Br)cc1F)S(=O)(=O)c1ccccc1	?	-3%	-3%
23	Cn1c(=O)[nH]c(=O)c2c1nc(NCc1ccccc1)n2Cc1ccc(F)cc1	11%	3%	-1%

# (more compounds)
25	CC1CCN(C2=NC(=O)/C(=C/c3ccccc3F)S2)CC1
26	O=C(NC1CCCCC1)N1CCCC(CNS(=O)(=O)Cc2ccccc2)C1 (centres undefined)
27	CC(=O)Nc1ccccc1NC(=O)C/C(C)=N/NC(=O)C(=O)N1CCCCC1
28	CN(C)CC(C)(C)CNC(=O)C1CCN(CCCc2ccccc2)CC1
29	Cc1cc(NC(=O)c2cc(-c3cccc(OCC(C)C)c3)nc3ccccc23)no1
30	CCN(C(=O)COC(=O)CC1CCCCC1)c1c(N)n(Cc2ccccc2)c(=O)[nH]c1=O
compound no.,25,26,27,28,29,30
HCMV inh,?,2,-12,23,-5,29
AmpC detergent,-5%,5%,-9%,?,-2%,-2%
HCV inhibitor,-17%,-4%,6%,13µM*,13µM*,13%
AMA1-RON2 inh,9%,7%,28%,-16%,0%,-4%
Sm TGR inh,0%,6%,7%,-3%,-17%,-7%
FBPA Giardia inh,0%,2%,-23%,?,·,·

31	CCC(=O)N(CCC1(C(C)C)CCOC(C)(C)C1)Cc1ccco1 (centres undefined)
32	O=C(CN1C(=O)C2C3CCC(C3)C2C1=O)OCC(=O)c1ccc(Br)cc1 (centres undefined)
33	NC(=O)c1cc([N+](=O)[O-])ccc1NCC1CCCCC1
34	CCc1ccccc1N1C(=O)CN(Cc2cc(OC)c(OC)c(OC)c2)C1=S
35	CCOC(=O)C(NC(=O)C(Cc1ccc(N(CCCl)CCCl)cc1)NC(C)=O)C(C)C (centres undefined)
36	COc1ccc(S(=O)(=O)N2CCCCCC2)cc1NC(=O)CCCOc1ccccc1
compound no.,31,32,33,34,35,36
HCMV inh,0,7,36,-15,54,-31
AmpC detergent,0%,2%,-7%,0%,-12%,-1%
HCV inhibitor,4%,18%,-20%,32µM*,-14%,13µM*
AMA1-RON2 inh,1%,-10%,-2%,-6%,0%,-6%
Sm TGR inh,-32%,-22%,2%,16%,·,-8%
FBPA Giardia inh,-1%,·,·,17%,-9%,·

37	Cc1c(Cl)cccc1NC(=O)CCC(=O)NNC(=O)CCC(=O)O
38	CCCc1cc(-c2n[nH]c(=S)n2CC(C)C)cs1
39	CN(C)C(=O)CSC1c2ccccc2C(=O)N1c1ccccc1 (centres undefined)
40	CC(=O)NCC(c1ccc2c(c1)OCO2)N1CCN(c2ccccc2)CC1 (centres undefined)
41	COc1ccc(C(=O)/C=C/Nc2ccc([N+](=O)[O-])cc2)cc1
42	Cc1ccc(NC(=O)CC2NCCNC2=O)cc1Cl (centres undefined)
compound no.,37,38,39,40,41,42
HCMV inh,-20,?,17,22,?,-16
AmpC detergent,-6%,?,3%,7%,-9%,0%
HCV inhibitor,11%,-1%,17%,·,-5%,20%
AMA1-RON2 inh,73%[activator],43%[activator],2%,·,1%,25%
Sm TGR inh,10%,9%,28%,0%,-10%,·
FBPA Giardia inh,-4%,11%,7%,·,2%,0%

43	O=C(N/N=C/c1ccc(F)cc1)c1cc(-c2ccc3c(c2)OCO3)n[nH]1
44	CC1(c2cccs2)CC(c2cccs2)=C(C#N)C(=O)N1 (centres undefined)
45	COc1ccc(NC(=O)Cn2c(SCc3ccc(C)cc3)nc3cccnc32)c(OC)c1
46	CCN(CC)C(=O)CSc1nc2ccccc2c(=O)n1CC
47	CN(C)CCNc1c2c(nc3nnnn13)CCCC2
48	CCOc1ccc(NC(=O)Cc2ccc(S(=O)(=O)N3CCCCC3)cc2)cc1OCC
compound no.,43,44,45,46,47,48
HCMV inh,46,-8,49,-26,13,-7
AmpC detergent,3%,?,3%,0%,10%,·
HCV inhibitor,?,-2%,·,-7%,1%,6%
AMA1-RON2 inh,6%,0%,·,0%,11%,2%
Sm TGR inh,-2%,-18%,-9%,0%,-1%,·
FBPA Giardia inh,4%,14%,·,6%,2%,·

49	O=c1cc(CSc2ccc(Cl)cc2)nc(-c2ccccn2)[nH]1
50	CCOc1ccc(Cn2nnc(C(=O)NCc3ccccc3)c2N)cc1
51	COc1ccc(-c2noc(-c3ccc(NC4CCCC4)c([N+](=O)[O-])c3)n2)cc1
52	COC(=O)Nc1sc2c(c1C(N)=O)CCCCCC2
53	COc1ccc(CC(=O)NCC(c2ccc(N(C)C)cc2)N2CCOCC2)cc1 (centres undefined)
54	CSCC(=O)N1CCc2ccc(NC(=O)c3ccccc3Cl)cc2C1
compound no.,49,50,51,52,53,54
HCMV inh,-61*,25,8,49,-10,61
AmpC detergent,6%,-15%,22%,?,5%,-12%
HCV inhibitor,?,0%,·,2%,·,4%
AMA1-RON2 inh,-38%,29%,·,0%,·,1%
Sm TGR inh,-3%,-26%,3%,0%,-2%,-1%
FBPA Giardia inh,0%,-2%,·,-2%,·,5%

55	S=C(Nc1ccc(Cl)c(Cl)c1)N1CCCC1
56	O=C(CCC(=O)N1CCOc2ccccc21)N1CCOCC1
57	CC(=O)Nc1cc(C)ns1
58	CCOc1cc2[nH]c(=S)n(CCOC)c(=O)c2cc1OCC
59	CC(C)NC(=O)NS(=O)(=O)c1cnccc1NC1CC2CCC1C2 (centres undefined)
60	O=[N+]([O-])c1ccc(Cl)c(S(=O)(=O)NC2=NCCC2)c1
compound no.,55,56,57,58,59,60
HCMV inh,-33,5,13,23,-22,-9
AmpC detergent,?,-15%,·,-8%,2%,-14%
HCV inhibitor,?,14%,3%,?,8%,-5%
AMA1-RON2 inh,-3%,-3%,-14%,21%,3%,-6%
Sm TGR inh,3%,-9%,·,1%,0%,-6%
FBPA Giardia inh,-13%,10%,·,-9%,6%,·

61	Cc1cccc(N2CCN(C3(c4ccccc4)C(=O)c4ccccc4C3=O)CC2C)c1 (centres undefined)
62	Cc1nc(SCC(=O)c2ccc(F)c(F)c2)[nH]c(=O)c1Oc1ccc(Cl)cc1
63	O=C(CNc1ccc2c(c1)OCO2)N/N=C\c1cn(Cc2ccccc2)c2ccccc12
64	O=C(CC(=O)Nc1ccccc1F)Nc1ccccc1F
65	CCN(CC)C(=O)Nc1ccc(Br)cc1
66	COc1ccc(-c2cc(C(=O)Nc3cc(OC)cc(C(=O)Nc4cccc(C(F)(F)F)c4)c3)[nH]n2)cc1
compound no.,61,62,63,64,65,66
HCMV inh,-8,-39,-7,12,44,-28&-36
AmpC detergent,2%,4%,-9%,3%,-4%,-2%
HCV inhibitor,·,-3%,-23%,6%,12%,-7%
AMA1-RON2 inh,·,1%,29%,-4%,8%,-1%&-6%
Sm TGR inh,0%,10%,?,14%,8%,9%
FBPA Giardia inh,·,15%,-17%,8%,0%,-1%

67	CC(=O)c1ccc(Nc2cnn(C34CC5CC(CC(CC(=O)O)(C5)C3)C4)c(=O)c2Cl)cc1
68	Cc1cc(C)c2ccc(C(=O)O)nc2c1O
69	Cc1ccc(C)c(NC(=O)c2sc(Cl)nc2C)c1
70	CC(C)OCCCNC(=O)c1cc2c(=O)n(C)c3ccccc3c2n1C
compound no.,67,68,69,70
HCMV inh,17,29,4,1
AmpC detergent,-4%,?,-23%,-7%
HCV inhibitor,12%,10%,-6%,?
AMA1-RON2 inh,19%,84%[activator],17%,-5%
Sm TGR inh,-8%,5%,-7%,-2%
FBPA Giardia inh,-9%,?,1%,-10%
